# Bioassay records (PubChem BioAssay)
# GSK3beta inhib: human GSK3beta kinase inhibition; 0.038% of 300,000 active; P49841; activity score (negative = inhibition), % at 10 µM; GST-GSK3beta kinase, ADP-Glo luminescence, 60 min; stronger effect = lower value;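 active = more than half of replicate wells score below -50%, meaning over 50% inhibition versus plate controls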;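 also: 0% = median DMSO wells and -100% = median GW8510 positive control wells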
#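 Test system: GST-fused GSK3beta enzyme, cell-free | Quantity: 1.6 ng GST-GSK3beta enzyme per well | Reagent: 25 µM ATP with peptide substrate | Schedule: 60 min enzyme reaction, room temperature | Signal: Luminescent ADP-Glo measurement of ADP formed | Read-out basis: Score relative to plate controls | Control set: DMSO and 20 µM GW8510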
# Dyrk1A ADPGlo: blocks rat Dyrk1A kinase activity; 0.43% of 310,000 active; ADP-Glo luminescence, NFATc1 peptide; AID 504441; inhibition, % at 12.5 µM; in the data active = inhibition above about 50%;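 also: plate controls were vehicle with enzyme for no effect and no enzyme for full effect; many of its hits are not listed in these tables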
# HSF1 activator: increases HSF-1 driven luciferase reporter signal; 1.7% of 300,000 active; NIH3T3-HGL HSF-1 luciferase reporter, MG132, 8 h; 100% = twice DMSO control signal; AID 504408; activation, % at 9 µM;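 active = mean replicate activation of at least 50% with a set share of replicates each reaching 50%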;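 also: 0% = median of the neutral control wells and 100% = twice that signal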
# PolyA inh: blocks polyadenylation in yeast reporter cells; AID 1875; S. cerevisiae SKY197-pL101 polyadenylation reporter, beta-gal luminescence; efflux-impaired pdr1/pdr3 knockout yeast; score 100 = 6 SD above DMSO; 0.02% of 300,000 active; calls only at 12 µM;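 active = lowest replicate activity score at least 50, where 100 means six control SD above control mean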;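 also: yeast exposed to compound for 9 h at 30 °C; higher score means more reporter readthrough which indicates perturbed polyadenylation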
# HSF1 inh: HSF1 inhibition. NIH3T3-HGL HSE-luciferase, MG132-induced, luminescence 8 h; stronger effect = lower value. activity change, negative = inhibition, % at 7.5 µM (by protocol). 0.77% of 300,000 active. AID 2098;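 active = more than half of replicate wells show activity change below -50%, luminescence cut by over half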;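 also: luciferase reports HSF-1 transcriptional activity via heat shock element; 0% = median of DMSO wells and -100% = zero luminescence signal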
# GSK3 alpha inh: human GSK-3 alpha kinase inhibition | ADP-Glo luminescence, 60 min | inhibition, % at 10 µM | 0.1% of 320,000 active | AID 2650;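 in the data active = inhibition above about 50%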;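 also: GST-tagged GSK-3 alpha with peptide substrate and 25 µM ATP; 0% = DMSO neutral wells and 100% = GW8510 positive control wells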
# Target sequence (P49840 whole entry, looked up): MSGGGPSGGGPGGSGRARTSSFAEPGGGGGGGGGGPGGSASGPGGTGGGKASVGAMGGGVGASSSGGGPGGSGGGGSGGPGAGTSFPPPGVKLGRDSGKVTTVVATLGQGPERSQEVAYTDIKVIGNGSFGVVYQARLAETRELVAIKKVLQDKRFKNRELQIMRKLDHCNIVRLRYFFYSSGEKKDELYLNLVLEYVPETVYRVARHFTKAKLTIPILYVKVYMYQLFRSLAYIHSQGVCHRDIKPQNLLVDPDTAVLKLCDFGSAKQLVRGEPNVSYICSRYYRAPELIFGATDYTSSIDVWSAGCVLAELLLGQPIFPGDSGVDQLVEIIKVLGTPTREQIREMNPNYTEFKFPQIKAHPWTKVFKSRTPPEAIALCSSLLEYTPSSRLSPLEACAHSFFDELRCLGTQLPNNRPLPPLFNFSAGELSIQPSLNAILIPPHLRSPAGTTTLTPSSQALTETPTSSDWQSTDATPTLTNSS
# HSP90 refold inh: blocks HSP90-mediated luciferase refolding in reticulocyte lysate; Rabbit reticulocyte lysate, luciferase refolding luminescence, 3 h; inhibition, % at 5.6 µM; 0.91% of 290,000 active; AID 1789;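 active = inhibition above the screen-wide mean plus 3 SD, computed separately per campaign, cut at about 16% in these data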;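 also: 0% = DMSO wells and 100% = 60 µM geldanamycin wells; inhibitors lower the luminescence because luciferase stays unfolded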
# HDAC3 inh: human HDAC3 inhibition. 0.15% of 320,000 active. O15379. inhibition, % at 8.3 µM. AID 2718. recombinant HDAC3, fluorogenic peptide/trypsin coupled, fluorescence; in the data active = inhibition above about 26%, passing the limit was not always enough
# Target sequence (O15379 whole entry, looked up): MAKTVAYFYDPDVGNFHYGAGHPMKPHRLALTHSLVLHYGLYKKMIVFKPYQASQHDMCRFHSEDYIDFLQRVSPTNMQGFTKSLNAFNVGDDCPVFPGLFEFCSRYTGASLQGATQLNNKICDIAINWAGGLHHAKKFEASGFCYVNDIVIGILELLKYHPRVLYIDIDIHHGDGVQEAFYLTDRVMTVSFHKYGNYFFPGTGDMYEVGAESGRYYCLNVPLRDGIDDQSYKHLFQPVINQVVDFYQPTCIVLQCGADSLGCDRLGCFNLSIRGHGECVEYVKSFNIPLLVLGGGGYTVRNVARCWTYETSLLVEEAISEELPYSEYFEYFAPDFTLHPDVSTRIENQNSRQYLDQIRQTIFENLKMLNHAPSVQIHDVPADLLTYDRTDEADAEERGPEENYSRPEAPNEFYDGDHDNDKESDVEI
# Platelet DG rel: modulates dense granule release in human platelets | human platelet-rich plasma, SFLLRN dense granule ATP release, luminescence | inhibition, %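 (compounds screened at 7.5 µM in platelet-rich plasma)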 | 0.22% of 300,000 active;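 active = mean replicate score, as percent of positive control, at or above 50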
# AI-2 QS mod: modulators of Vibrio harveyi AI-2 quorum sensing system; Vibrio harveyi JMH597 AI-2 luminescence/OD600 ratio, 9 h; stronger effect = lower value; strain lacks LuxN and CqsS sensors; 0 = neutral-control median; activity change, % at 7.5 µM; 0.4% of 300,000 active; AID 2094; in the data active = activity change below about -75%, passing the limit was not always enough;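 also: luminescence divided by OD600 gain over 9 h not by final OD600 alone; inactives centre near 13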
# Active calls of the source: *; i = inactive; . = not tested or not shown. A portion of the library. The share of hits here may be higher or lower than overall.
GSK3beta inhib,Dyrk1A ADPGlo,HSF1 activator,PolyA inh,HSF1 inh,GSK3 alpha inh,HSP90 refold inh,HDAC3 inh,Platelet DG rel,AI-2 QS mod,Structure
2.5,-3.5,-0.8,i,-2.6,-1.5,-1.9,-1.2,0.0,14.5,CCOC(=O)c1sc(NC(=O)CSc2nc(C)cc(-c3ccccc3)n2)c(C#N)c1C
1.0,-4.1,1.3,i,-1.1,-1.4,0.0,5.6,-6.1,9.3,C=C(C)CNC(=S)Nc1sc2c(c1C(=O)OCC)CC(C)(C)OC2
3.7,2.3,7.1,i,3.6,-4.2,-2.3,7.2,-0.4,13.5,CS(=O)(=O)N1CCN(C(=O)NC2CCCCC2)CC1
2.8,-2.5,3.4,i,-2.7,7.9,-1.1,5.5,7.0,14.1,CC(C)(C)OC(=O)N1Cc2ccccc2C[C@H]1C(=O)O
4.1,-4.2,-1.4,i,-1.4,-1.1,0.1,-1.8,1.1,35.3,Cc1nn(-c2ccccc2)c(C)c1C1C(C#N)=C(N)Oc2n[nH]c(C)c21 (stereo not drawn)
0.1,7.8,31.2,i,17.3,0.4,-4.1,-0.1,2.4,-6.8,CC(C)CSc1nnc2c3ccccc3n(C)c2n1
1.3,-3.3,-3.2,i,-2.6,0.1,3.6,3.5,0.6,14.5,FC(F)(F)COc1ccc(-c2nnc(SCc3c(Cl)cccc3Cl)o2)cn1
3.6,6.8,22.7,i,0.6,2.3,4.5,-3.4,-24.8,-28.1,CC(C)(C)c1ccc(C(=O)Cn2nc(C(=O)O)c3ccccc3c2=O)cc1
0.2,5.5,0.3,i,5.4,2.5,-3.1,0.7,3.8,19.3,O=C(COc1ccccc1[N+](=O)[O-])N/N=C/c1ccc[nH]1
3.6,-3.7,11.6,i,0.7,0.0,9.7,3.0,8.2,-8.5,Cc1nc(SCC(=O)c2ccccc2)[nH]c(=O)c1Oc1ccc(Cl)cc1
1.3,6.7,19.3,i,3.0,6.4,4.8,-4.5,4.0,22.4,c1ccc(CCNc2nc3ccccc3n3nnnc23)cc1
1.9,5.4,-4.8,i,-11.9,-1.6,-0.8,.,-2.1,25.8,COc1cccc(CNC(=O)Cn2ncn3cccc3c2=O)c1OC
1.4,3.1,-66.2,i,-55.2*,2.1,.,-2.7,1.8,7.6,COc1cc(CCCN2CCNC[C@@H]2Cc2ccc(O)cc2)cc(OC)c1OC
4.4,23.3,23.9,i,3.1,-0.2,3.1,-13.7,10.5,1.7,CCOC(=O)COc1c(OC)cc(Cl)cc1C1Nc2ccccc2C(=O)N1c1ccccc1 (stereo not drawn)
4.0,-4.9,0.0,i,2.2,-0.3,.,6.1,-5.0,3.0,COc1ccccc1-n1ccn(CC(=O)Nc2ccc(C)cc2Cl)c(=O)c1=O
1.8,2.7,0.2,i,-6.5,-2.0,-2.7,-1.0,3.5,21.3,CC1CC(C)CN(C(=O)C2CCN(S(=O)(=O)c3cccc4cccnc34)CC2)C1 (stereo not drawn)
0.1,2.9,0.6,i,0.8,-1.2,-1.9,9.8,-1.0,24.2,CC(C)CCNC(=O)C1CC(=O)N(CCc2ccccc2)C1 (stereo not drawn)
-0.9,3.8,-17.0,i,-1.6,3.7,-1.7,-5.2,-0.4,27.8,CC(C)(C)n1nnnc1C(c1ccc(Cl)cc1)N1CCCc2ccccc21 (stereo not drawn)
-0.7,-0.5,26.3,i,6.8,0.7,-3.2,-1.1,3.5,23.6,O=C(N/N=C/c1c(Cl)cccc1Cl)c1ccc(F)cc1
-1.5,-1.2,-2.2,i,0.3,0.0,-5.9,8.8,-2.1,4.3,Cc1cccc(C(C)Nc2ccc([N+](=O)[O-])cn2)c1 (stereo not drawn)
-4.3,1.5,6.3,i,2.3,2.1,-5.4,3.6,4.0,28.8,CS(=O)(=O)N(Cc1ccc(C(=O)NCCSCc2ccco2)cc1)c1ccccc1
.,4.0,.,.,.,-0.5,-0.3,0.7,.,.,CCOC(=O)C(NC(=O)OC(C)C)(Nc1nccs1)C(F)(F)F (stereo not drawn)
-2.8,2.7,5.5,i,-6.0,1.7,-1.6,-1.7,0.1,6.7,Cc1cccc(OCCCCNCc2ccccc2)c1
.,11.2,.,.,.,-1.1,1.2,13.1,.,.,COCCN1C(=O)N[C@@H](c2ccccc2)C(C(=O)OC)=C1C
-3.7,11.5,44.0,i,16.5,.,-5.5,2.6,-3.3,14.0,COc1cc2c(cc1NC(=O)c1ccncc1)oc1ccccc12
1.6,7.8,-4.6,i,-2.0,-0.7,2.5,-4.7,0.0,-4.9,Cc1ccc2c(c1)c1c(n2CC(O)Cn2ccnc2C)C(=O)CCC1 (stereo not drawn)
-1.1,-2.1,6.1,i,5.3,1.5,0.6,-5.2,-11.2,60.5,Cc1ccc(CCNC(=O)C2CCN(S(=O)(=O)c3c(C)nn(C)c3C)CC2)cc1
3.7,-0.2,46.9,i,34.7,0.4,-2.7,-3.3,11.4,16.7,Fc1cccc2sc(Nc3nc4ccccc4s3)nc12
5.5,-0.1,5.4,i,-4.3,-4.5,-2.7,2.6,29.6,-1.1,O=C(O)c1ccccc1SCC(=O)N1c2ccccc2Sc2ccccc21
1.2,-3.2,-1.1,i,-0.6,2.7,-5.8,-0.1,-2.0,13.9,O=C(Nc1ccc2c(c1)OCO2)c1cnn2c1NC(c1ccco1)CC2C(F)(F)F (stereo not drawn)

# Next section (3 carried over from the part before).
GSK3beta inhib,Dyrk1A ADPGlo,HSF1 activator,PolyA inh,HSF1 inh,GSK3 alpha inh,HSP90 refold inh,HDAC3 inh,Platelet DG rel,AI-2 QS mod,Structure
3.7,-0.2,46.9,i,34.7,0.4,-2.7,-3.3,11.4,16.7,Fc1cccc2sc(Nc3nc4ccccc4s3)nc12
5.5,-0.1,5.4,i,-4.3,-4.5,-2.7,2.6,29.6,-1.1,O=C(O)c1ccccc1SCC(=O)N1c2ccccc2Sc2ccccc21
1.2,-3.2,-1.1,i,-0.6,2.7,-5.8,-0.1,-2.0,13.9,O=C(Nc1ccc2c(c1)OCO2)c1cnn2c1NC(c1ccco1)CC2C(F)(F)F (stereo not drawn)
0.3,-3.0,6.5,i,-1.6,-5.0,-2.0,-1.7,-11.2,22.1,Cc1nn(-c2ccccc2)c(OC(=O)c2cccs2)c1S(=O)(=O)c1ccccc1
0.7,-1.5,-1.4,i,-1.0,7.1,-5.0,2.7,-8.6,20.5,O=C(NCCc1ccco1)C(=O)NCC1OCCCN1S(=O)(=O)c1ccccc1 (stereo not drawn)
1.5,-1.5,-0.4,i,7.0,0.0,1.7,-1.7,0.7,1.3,Cn1c(=O)c2sccc2n(Cc2cccc(Br)c2)c1=O
3.0,-2.7,2.3,i,-2.9,0.1,-0.6,1.8,-0.7,22.5,COc1ccc(OC)c(C(c2nnnn2Cc2ccco2)N2CCN(C)CC2)c1 (stereo not drawn)
-2.1,-11.4,38.7,i,9.0,1.0,-0.9,0.8,1.4,10.5,COc1ccccc1CNC(=S)NCc1ccc(Cl)cc1
3.2,1.3,0.6,i,-5.6,-2.5,-2.3,-3.6,-17.3,27.3,COc1ccc(C(=O)NC(=S)Nc2ccc(NC(=O)c3ccco3)cc2)cc1[N+](=O)[O-]
-1.9,-0.8,5.6,i,-1.2,0.2,2.1,2.3,13.6,16.2,COc1ccc(N(C(=O)Cc2cccs2)C2C=CS(=O)(=O)C2)cc1 (stereo not drawn)
0.7,-1.7,28.9,i,10.5,2.6,-4.4,-3.3,9.1,8.1,O=C(N/N=C/c1cn(-c2ccccc2)nc1-c1cc2ccccc2o1)c1cccnc1
-6.5,7.8,7.7,i,-3.1,0.1,-3.0,-2.1,-0.9,-21.6,COc1cccc(CNc2ccc3c(c2)ncn3C)c1OC
-0.5,11.8,-4.6,i,-3.8,-2.0,-3.9,-4.2,9.4,12.8,CCCCc1ncc(CN2CCN(Cc3ccc(C)cc3)C(CCO)C2)[nH]1 (stereo not drawn)
0.4,4.5,4.4,i,-1.8,-0.1,3.8,-4.7,1.4,19.0,O=C(CSc1cccc[n+]1[O-])NCCCc1ccccc1
4.3,-5.4,0.6,i,-3.8,-2.1,-0.5,-3.4,.,11.5,CCN(CC)CCCN1C(=O)C(=O)/C(=C(/O)c2cc(C)ccc2C)C1c1cccnc1 (stereo not drawn)
.,-0.2,23.6,i,1.8,-1.0,-0.4,8.1,1.6,.,COc1ccccc1NC(=O)NC1(C(=O)N2CCC(C)CC2)CCCCC1
0.9,.,-8.1,i,-5.6,-1.7,3.0,7.4,-0.6,39.5,O=Cc1cn(CC(=O)N2CCOCC2)c2ccccc12
5.8,5.1,57.9*,i,12.7,-0.9,-1.5,-0.9,7.7,-1.9,COc1cc(C)ccc1OCc1cc(C(=O)N(Cc2nccn2C)C(C)C)no1
-0.3,-5.0,-35.0,i,-13.6,1.6,3.9,5.5,3.8,12.5,O=C(N/N=C/C=C/c1ccccc1)c1cnccn1
1.4,3.9,29.8,i,14.8,.,-0.4,-5.0,-1.0,-55.8,Fc1ccccc1NC(=S)NCc1ccc(Cl)cc1
-4.0,1.6,69.8*,i,53.4,-3.1,3.2,-0.4,-0.4,20.5,Cc1ccccc1Cn1nc(C)c(NC(=O)C2c3ccccc3Oc3ccccc32)c1C
-4.2,-7.7,-8.6,i,5.4,-0.8,4.7,10.1,4.4,16.8,O=C(O)Cn1cnc2c(=S)nc[nH]c21
0.7,-2.1,.,.,.,-22.3,0.4,-3.3,.,12.2,O=C(Nc1cc(Sc2ccccn2)cc([N+](=O)[O-])c1)c1ccc([N+](=O)[O-])cc1
-5.3,-0.8,-3.5,i,-0.4,-1.7,-2.2,-1.0,-4.2,0.0,CCCC(=O)NC(c1ccc(OC)cc1)c1c(O)ccc2ccccc12 (stereo not drawn)
-4.2,-5.8,-29.1,i,-10.8,-1.4,0.5,2.7,-3.7,26.3,CC1CCCCC12NC(=O)N(CC(=O)Nc1ccc(N3CCOCC3)cc1)C2=O (stereo not drawn)
-0.6,-10.5,2.9,i,1.3,.,-3.3,1.7,-3.8,35.6,CN(C)S(=O)(=O)c1ccc2c(c1)nc1n2CCC1
.,-4.7,.,.,.,0.1,-3.4,0.0,.,.,O=C(C1=NN(c2ccccc2)C2C(=O)N(c3ccc(Cl)cc3)C(=O)C12)c1ccccc1 (stereo not drawn)
-1.6,-2.3,5.9,i,-0.3,-0.6,-3.0,1.4,-5.4,18.4,O=[N+]([O-])c1ccc(/C=N/N2CCN(c3ccncc3S(=O)(=O)N3CCCCC3)CC2)cc1
1.0,-2.2,2.7,i,-5.4,8.7,1.5,1.7,-2.2,-2.9,Cc1ccc(-c2ocnc2C(=O)N2CCN(C(=O)c3cccs3)CC2)cc1
1.0,-0.3,25.5,.,7.1,-0.5,-1.4,-2.4,.,7.7,CCn1c(SCC(=O)NCCc2ccc(Cl)cc2)nnc1-c1cccs1
